# GSIS activator: GLuc luminescence reporter in INS-1E cells, primary screen for activators of glucose-dependent secretion of insulin; INS-1E GLuc reporter insulin secretion, 2-3 h; activation, % at 16.6 µM; 0.61% of 370,000 active;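 active = lowest replicate activation of at least 40%, so every replicate reaches that level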;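 note: 0% = median of neutral control wells and 100% = median of IBMX positive control wells; some compounds called inactive have numbers as strong as hits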
# CFTR F508del cor: correctors of CFTR F508del function in bronchial epithelial cells | CFBE cells, YFP halide quenching; stimulated with forskolin plus potentiator P3; % fluorescence drop versus neutral controls | activity (quench increase), % at 7.58 µM | 0.36% of 350,000 active | AID 720511;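 active = mean added fluorescence quench of at least 8% versus neutral control, with both replicates also reaching 8%; inconclusive = only one of the mean or replicate conditions met; inactive = mean below 8% and not both replicates reaching 8%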;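 note: cells transiently co-express mutant CFTR-F508del with the halide-sensitive YFP; corrector assay measuring rescue of mutant channel to the surface after 24 h compound exposure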
# PAX8 reporter: lowers PAX8-driven luciferase in RMG-I cells; RMG-I TPO-luciferase reporter, SteadyGlo, 24 h; inhibition, % at 12.6 µM; 1.2% of 360,000 active; AID 652154;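 active = mean replicate inhibition at least 60% with every replicate also reaching 60%; inconclusive = only one of the two criteria is met; inactive = mean below 60% and not all replicates reaching 60%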;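 note: luciferase light reporting Pax8 driven TPO promoter activity; plate controls were median of neutral control wells for no effect and mitoxantrone controls for full effect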
# FN deposit inh: fibronectin deposition inhibition; AH1F fibroblasts, Alexa488-fibronectin deposition fluorescence, overnight; 0.086% of 350,000 active; inhibition, % at 12.6 µM;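 active = mean inhibition across replicates of 30% or more, regardless of how many single replicates reach that level; inconclusive = mean under 30% yet at least half of replicates reach 30%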;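 note: positive control wells lacked labelled fibronectin entirely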
#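 Assay system: AH1F fibroblasts / Quantity: 10000 cells per well / Medium: DMEM plus 2% serum, read in PBS / Reagent: labelled fibronectin 24 nM / Dosing: single dose, pinned / Times: 1 h cell attachment, overnight exposure to compound and label / Signal: fluorescence, ex 485 nm, em 525 nm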
# miR122 inh: miR-122 inhibition in Huh7 cells. activation (reporter increase), % at 12.5 µM. AID 602342. 0.3% of 340,000 active. Huh7 miR-122 Renilla luciferase sensor, 48 h; neutral wells = 0, positive control = 100;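 active = mean replicate activation score at least 90 and every replicate individually at or above 90; inconclusive = only one of the two criteria met; inactive = neither criterion met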;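 note: higher luciferase means less miR-122 activity so hits act as miR-122 inhibitors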
# EWS-Fli inh: EWS/Fli transcriptional activity inhibition; A673 NR0B1-luciferase reporter, viability-normalised; inhibition, % at 12.6 µM; 0.67% of 350,000 active;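 active = mean inhibition of at least 50% after viability correction, with every replicate also passing that limit; inconclusive = mean reaches 50% but only one of two replicates passes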;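 note: firefly luciferase signal divided by Alamar Blue viability fluorescence both relative to DMSO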
# DENV2 CPE: inhibitors of DENV2 cytopathic effect. DENV2-infected cells, cytopathic effect rescue, plate reader. CPE inhibition, % at 9.99 µM. 1.7% of 350,000 active. AID 651640; in the data active = CPE inhibition above about 20%, passing the limit was not always enough; inconclusive = no clear call, values can overlap the other calls; tested in BHK-21 cells;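 note: 0% = median of neutral control wells and 100% = median of positive control wells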
# An asterisk follows results filed as active; ? = inconclusive; . = no result given; & = joins results of further samples; [ ] = dose if it differs, or a comment.
Compound,GSIS activator,CFTR F508del cor,PAX8 reporter,FN deposit inh,miR122 inh,EWS-Fli inh,DENV2 CPE
COc1ccccc1N(C)S(=O)(=O)c1ccc(C(=O)NNC(=O)c2ccccc2O)cc1,-39,2.8,26,10,.,19,3
O=C(NNC1=Nc2ccccc2SC1)c1ccc(Cl)cc1,.,0.0,19,14,-15,8,-4
O=C(c1ccccc1)N1CCN(CCc2ccccc2)CC1,-9,-3.8,3,3,5,-16,7
C=CCC(=O)NC(C)c1cnn(-c2ccccc2C)c1C (stereo not given),12,3.3,12,3,-1,-27,3
C=C(C(=O)c1ccccc1)C(C)C(=C)C(=O)c1ccccc1,.,.,98*,0,.,73*,-6
CO[C@H]1CN(C)C(=O)c2ccc(NS(=O)(=O)c3ccccc3)cc2OC[C@H](C)N(C(=O)NC(C)C)C[C@@H]1C,-2,-0.3,.,2,3[16.7 µM],3,12
CSc1c(CC(=O)Nc2ccccc2C(F)(F)F)n(Cc2ccccc2)c2ccccc12,-5,.,4,3,-8,.,.
C[C@H](CO)N1C[C@H](C)[C@@H](CN(C)C(=O)Cc2ccncc2)Oc2cc(C3=CCCC3)ccc2S1(=O)=O,-12,1.3,2,1,30[16.7 µM],3,3
CCOC(=O)N1CCN(C(=O)CSc2nc3nc(C)cc(C)n3n2)CC1,18,-4.1,-12,-8,-7,-7,7
Cc1cccc(/C=C/c2onc(C)c2S(=O)(=O)N2CCC(C(=O)NC(C)(C)C)CC2)c1,15,0.3,6,-18,-6,4,1
NC(=O)CSC1=Nc2ccccc2C2=NC(c3ccccc3)C(=O)N12 (stereo not given),2,-4.3,10,-3,.,9,-5
CC1(C)Nc2ccccc2N(Cc2ccc([N+](=O)[O-])cc2)C1=O,10,1.0,15,3,-9,-3,-3
O=C(CCc1nnc2ccc(NCc3ccccc3Cl)nn12)NC1CCCCC1,14,-4.2,-5,-10,16,.,13
Cc1ccc(OCC(=O)Nc2ccc3c(c2)OCCO3)cc1C,-8,1.5,-43,4,5,22,4
COc1ccc2c3c([nH]c2c1)[C@@H](CO)N(C(=O)Cc1ccccc1)CC31CCN(C)CC1,0,-0.6,.,4,.,-12,4
Cc1ccc(S(=O)(=O)NCC(=O)OCc2cc(=O)oc3c(C)c(C)ccc23)cc1C,-15,-5.0,4,-4,.,-7,8
CC1Cc2ccccc2N1C(=O)CN1CCN(S(=O)(=O)c2ccc3c(c2)OCCCO3)CC1 (stereo not given),-5,-0.8,44,-8,1,6,3
C[C@@H]1CN([C@H](C)CO)C(=O)c2cc(-c3ccccc3)cnc2O[C@H]1CN(C)Cc1cccnc1,8,-2.5,.,-13,-4[16.7 µM],-12,-2
CCOc1ccc2nc(NC(=O)c3ccc(OC)c(S(=O)(=O)N4CCOCC4)c3)sc2c1,.,.,33,6,-10,.,.
CC(C)OCCCNC(=O)c1cn(C)c2ccc(S(=O)(=O)N(C)C3CCCCC3)cc2c1=O,-7,-1.2,8,-4,-8,15,2
O=C(c1ccccn1)N1CC[C@@H]2[C@H](CO)Nc3ccc(-c4ccccc4)cc3[C@@H]21,-6,1.2,-5,-49,11[16.7 µM],-67,-5
O=C(Cn1cnc2c(OCc3ccccc3)ncnc21)NCCc1c[nH]c2ccccc12,-1,0.2,18,4,-2,10,-3
COCc1cn(CC[C@@H]2CC[C@H](NC(=O)c3ccc(F)cc3)[C@@H](CO)O2)nn1,1,-4.8,3,-1,.,11,-3
COc1cccc(C=CC(=O)C=CC=Cc2ccccc2)c1,.,2.5,.,8,.,-3,-2
CCc1ccc(CNC(=O)C(=O)NCCc2ccc(OC)c(OC)c2)cc1,.,.,16,13,-5,.,.
CC(=O)Nc1ccc(NC(=O)c2ccc3sc([C@H]4C[C@H](O)[C@@H](CO)O4)nc3c2)cc1,-11,0.6,-11,11,-4,-6,-5
COc1ccc(N(CC(=O)Nc2ccc3c(c2)OCCO3)S(=O)(=O)c2c(C)nn(C)c2C)cc1,0,0.3,4,3,.,-6,-6
C[C@@H]1CN([C@H](C)CO)C(=O)c2cc(C#Cc3ccccc3F)cnc2O[C@H]1CN(C)C(=O)Cc1ccccc1,17,-3.3,.,-9,-11[16.7 µM],14,5
C[C@@H]1CCCCO[C@H](CN(C)Cc2ccncc2)[C@H](C)CN([C@H](C)CO)C(=O)c2cc(NS(=O)(=O)c3cn(C)cn3)ccc2O1,3,2.3,-3,.,2[16.7 µM],0,-6
Cc1ccc(S(=O)(=O)Nc2ccc3c(c2)CC(=O)N([C@@H](C)CO)C[C@H](C)[C@H](CN(C)Cc2ccc(-c4ccccc4)cc2)O3)cc1,7,7.9,.,6,-10[16.7 µM],5,?
C[C@@H]1CCCCO[C@@H](CN(C)S(=O)(=O)c2cn(C)cn2)[C@@H](C)CN([C@@H](C)CO)C(=O)c2cc(NC(=O)c3ccccc3)ccc2O1,4,0.1,3,-15,7[16.7 µM],-8,5
CCOC(=O)Cc1cc(=O)n2[nH]c(-c3ccccc3)cc2n1,32,.,.,-2,3,.,.

# The results go on:
# Order of values – GSIS activator, CFTR F508del cor, PAX8 reporter, FN deposit inh, miR122 inh, EWS-Fli inh, DENV2 CPE
- Cc1ccc(S(=O)(=O)N2CCC(=O)N(CCOC(=O)Nc3cccc(Cl)c3)CC2)cc1
  -47, -1.6, 19, 5, -5, 8, 4
- O=C(CS(=O)(=O)c1ccccc1)Nc1ccccc1Br
  3, -1.3, -28, -3, -1, -16, -4
- CCc1ccccc1N1C(=O)C2C3CC(=O)C(c4ccccc43)C2C1=O (stereo not given)
  1, -0.1, -16, 6, 4, -1, .
- c1ccc2c(c1)ccc1[nH]c3c(c12)CCCC3
  ., 1.1, 9, 2, ., -3, -6
- CCCn1nnnc1NCc1ccc(SC)cc1
  1, 1.2, 10, -1, 0, 7, 5
- Cc1ccc2c(C(=O)CN3CC(C)CC(C)C3)c(C)[nH]c2c1 (stereo not given)
  -10, 0.3, 6, -4, 14, 3, -14
- CSc1sc(-c2ccnc(SCCS(C)(=O)=O)n2)c(-c2ccccc2)c1C#N
  0, -0.7, 2, -3, ., 19, -2
- COc1ccc(CNC(=O)/C=C/C(=O)O)cc1
  ., -1.3, 12, 4, ., 13, -2
- CCCN1CCN(CCCNC(=S)Nc2ccc3nc(N4CCN(CC)CC4)cc(C)c3c2)CC1
  -9, 0.3, -9, 12, -5, -7, -2
- CCOc1ccc(NC(=O)c2cc(C)nc3ccccc23)cc1
  2, 3.6, 11, -19, -6, 12, .
- CCCCCCCCN1C(=O)[C@@H](CC(=O)NCCc2ccccc2OC)C[C@@]2(C(=O)OC)C1=C[C@H](C(C)(C)C)O[C@@H]2C
  ., 0.8, 0, 3, ., 21, -5
- CCOC(=O)c1c(C)[nH]c(C(=O)CSc2nnc(Nc3ccccc3F)s2)c1C
  -7, ., -17, 2, -6, ., .
- CCN(Cc1ccccc1)CC(O)COC(c1ccc(OC)cc1)c1ccc(OC)cc1 (stereo not given)
  -30, 2.4, 2, -14, -4, 12, 4
- CCOC(=O)C1CCCN(Cc2c(Cl)cccc2Cl)C1 (stereo not given)
  10, 0.5, ., ., ., 3, 2
- Cc1cc(NC(=O)CNC(=O)C2CCCCC2)no1
  4, -0.6, ., ., -3, 5, 4
- COC(=O)C1CCN(C2CN(C3CCCCC3)S(=O)(=O)C2)CC1 (stereo not given)
  2, -2.5, -4, 2, 29, -17, -1
- CN1c2ccc(Br)cc2[C@@H]2[C@@H](CCN2C(=O)C2CCOCC2)[C@H]1CO
  1, -0.5, -8, -4, -9[16.7 µM], -4, -3
- OCc1nc2ccccc2n1CCCCOc1ccccc1
  -11, 0.0, 6, 2, -2, 2, -8
- CCCNc1c(N)n(-c2ccccc2)c(=O)[nH]c1=O
  ., ., -8, 11, -2, ., .
- C#C[C@]1(O)CCC2C3CCC4=CC(=O)CC[C@@H]4C3CC[C@@]21C (stereo not given in full)
  ., -2.1, 11, 1, -9, -12, 7
- O=C(c1cc2c(c(-c3cccc(Br)c3)n1)[C@H](CCO)NC2)N1CCCCC1
  -3, -3.2, ., 2, ., ., 35*
- CC(=O)c1ccc(NC(=O)C(C)N2CCN(C/C=C/c3ccccc3)CC2)cc1 (stereo not given)
  6, -0.8, -2, 16, ., 4, -6
- C[C@H]1CN([C@@H](C)CO)C(=O)CCCn2nncc2CO[C@H]1CN(C)C(=O)NC1CCCCC1
  -2&9, -4.5&-2.8&3.4, -9&-17&-8, -7&-10, 0, 0&5&2, 12&0
- CCC(=Cc1ccccc1O)c1ccncc1
  6, -2.4, 19, -6, 0, 2, 9
- CC(=O)Nc1ccc(C(=O)NCCCSc2ccccc2)cc1
  14, 0.8, -12, ., -7, 0, -1
- C=CCOc1c(Br)cc(C2NC(=O)NC(C)=C2C(C)=O)cc1OCC (stereo not given)
  3, ., ., -7, -2, ., .
- CNCCOc1ccccc1OC(C)C
  -9, -1.8, -6, 11, ., -4, -1
- CCOC(=O)c1c(O)cc(C)[nH]c1=O
  -1, 0.3, 0, 11, -2, 3, -2
- Cc1sc2nc3ccc(N4CCCC4)nn3c(=O)c2c1C
  4, -3.9, -64, -13, -9, -71, 10
- Fc1cccc(Cc2c(-c3ccccc3)nc3ccc(Br)cn23)c1
  -19, 2.2, -22, -2, 0, -41, -12

# Shown with each value named: entries from further up.
CCCCCCCCN1C(=O)[C@@H](CC(=O)NCCc2ccccc2OC)C[C@@]2(C(=O)OC)C1=C[C@H](C(C)(C)C)O[C@@H]2C
  GSIS activator = .	CFTR F508del cor = 0.8	PAX8 reporter = 0	FN deposit inh = 3	miR122 inh = .	EWS-Fli inh = 21	DENV2 CPE = -5

CCOC(=O)c1c(C)[nH]c(C(=O)CSc2nnc(Nc3ccccc3F)s2)c1C
  GSIS activator = -7	CFTR F508del cor = .	PAX8 reporter = -17	FN deposit inh = 2	miR122 inh = -6	EWS-Fli inh = .	DENV2 CPE = .

# Returning to the listing, starting 4 compounds before the break.
# Order of values – GSIS activator, CFTR F508del cor, PAX8 reporter, FN deposit inh, miR122 inh, EWS-Fli inh, DENV2 CPE
- CNCCOc1ccccc1OC(C)C
  -9, -1.8, -6, 11, ., -4, -1
- CCOC(=O)c1c(O)cc(C)[nH]c1=O
  -1, 0.3, 0, 11, -2, 3, -2
- Cc1sc2nc3ccc(N4CCCC4)nn3c(=O)c2c1C
  4, -3.9, -64, -13, -9, -71, 10
- Fc1cccc(Cc2c(-c3ccccc3)nc3ccc(Br)cn23)c1
  -19, 2.2, -22, -2, 0, -41, -12
- CSc1ccc(/C=C/C(=O)NC(=O)c2ccccc2O)cc1
  -24, -4.1, -49, 10, ., 5, -4
- O=C(N/N=C/C(Cl)=C/c1ccc([N+](=O)[O-])cc1)C(=O)Nc1ccccc1C(=O)O
  -10, -3.4, 9, -1, -1, -1, 0
- COc1ccc2nc(NC(=O)Cn3cnc4ccccc4c3=O)sc2c1
  28, -2.0, -36, 0, 3, -19, 0
- COc1cccc(NC(=O)CSc2nnc(Cn3c(=O)sc4ccccc43)n2C)c1
  10, 2.0, -4, 7, -2, 2, 5
- COc1cccc(CN2C(=O)c3ccccc3S2(=O)=O)c1
  16, -1.3, 7, -1, -3, 2, 1
- NC(=O)CC[C@@H]1NC(=O)[C@H](CO)NC(=O)c2cc([N+](=O)[O-])cc(I)c2OCC[C@@H](C(N)=O)NC1=O
  0, 2.5, 4, 0, -1, -3, .
